Source: PubChem BioAssay (Broad Institute)
F508del corr: correctors of CFTR F508del function in bronchial epithelial cells | activity (quench increase), % at 7.58 µM | AID 720511 | hit rate 0.36% among 350,000 | CFBE cells, YFP halide quenching; stimulated with forskolin plus potentiator P3; % fluorescence drop versus neutral controls;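 active = mean added fluorescence quench of at least 8% versus neutral control, with both replicates also reaching 8%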;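 note: cells transiently co-express mutant CFTR-F508del with the halide-sensitive YFP; corrector assay measuring rescue of mutant channel to the surface after 24 h compound exposure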
RAD54 inh: blocks human RAD54 Holliday junction branch migration; Q92698; FAM/BHQ fluorescence; inhibition, % at 10.4 µM; hit rate 0.14% among 360,000; AID 602329;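 active = mean normalized replicate activity at least 40 and at least half of replicates scoring 40 or more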;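 note: 0% = median of neutral control wells and 100% = median of positive control wells; inhibitors cause a drop in the FAM fluorescence signal; in these data hits start at about 50%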
Target sequence (Q92698 whole entry, looked up): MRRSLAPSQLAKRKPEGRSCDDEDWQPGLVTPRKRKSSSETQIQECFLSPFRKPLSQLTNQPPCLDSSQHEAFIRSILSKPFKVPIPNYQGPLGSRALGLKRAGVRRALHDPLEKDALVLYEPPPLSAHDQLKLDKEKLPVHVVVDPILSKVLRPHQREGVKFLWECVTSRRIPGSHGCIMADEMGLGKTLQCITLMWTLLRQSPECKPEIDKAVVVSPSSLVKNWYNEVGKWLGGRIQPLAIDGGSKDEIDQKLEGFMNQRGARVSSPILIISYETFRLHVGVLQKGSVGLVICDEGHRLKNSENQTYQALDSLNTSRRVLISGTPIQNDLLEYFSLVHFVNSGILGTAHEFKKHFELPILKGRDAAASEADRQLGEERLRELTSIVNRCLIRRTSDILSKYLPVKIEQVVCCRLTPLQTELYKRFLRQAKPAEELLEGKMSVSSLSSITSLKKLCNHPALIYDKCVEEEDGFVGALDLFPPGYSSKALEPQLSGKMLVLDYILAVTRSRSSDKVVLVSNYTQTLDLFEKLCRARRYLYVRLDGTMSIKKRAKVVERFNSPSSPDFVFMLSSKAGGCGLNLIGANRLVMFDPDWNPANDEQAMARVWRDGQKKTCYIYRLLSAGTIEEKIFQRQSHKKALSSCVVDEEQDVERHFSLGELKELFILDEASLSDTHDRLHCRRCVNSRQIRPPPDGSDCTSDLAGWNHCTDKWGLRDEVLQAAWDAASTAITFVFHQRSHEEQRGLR
esBAF inh: blocks esBAF chromatin remodeling in mouse ES cells. hit rate 2% among 350,000. Bmi1-luciferase knock-in reporter, 24 h; 100% = twice the neutral-well signal. AID 602393. reporter increase, % at 12.5 µM; in the data active = activation above about 40%;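 note: 0% = median of the plate's neutral control wells and 100% = double that signal; a rise in the Bmi1 reporter signal indicates esBAF inhibition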
ERAP1 inh: inhibitors of human ERAP1 aminopeptidase. Q9NZ08. recombinant ERAP1, Leu-AMC fluorescence, 60 min. inhibition, % at 10.7 µM. hit rate 0.15% among 340,000;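 active = mean replicate inhibition of at least 30%, or all replicates individually reaching that 30% level; inactive = mean below 30% and not every replicate reaching it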;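 note: 0% = neutral control wells and 100% = L-leucinethiol positive control wells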
ARNT-TACC3 inh: disruptors of human ARNT/TACC3 interaction. Q9Y6A5. AlphaScreen His-ARNT PAS-B/GST-TACC3 binding, luminescence; TACC3 fragment carries E629A point mutation. inhibition, % at 9.99 µM. hit rate 0.66% among 390,000;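 active = mean inhibition of replicates at least 50% and at least half of replicates each reaching 50%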;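 note: 0% = complete ARNT plus TACC3 wells and 100% = ARNT alone without TACC3; many hits fall short of the cut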
Xi reactivation: X-chromosome reactivation activator | XiGFP mouse fibroblasts, % GFP-positive cells imaging, 3 d; cells co-treated with 5-aza-dC sensitizer; scaled so ellipticine positive control = 100% | activation, % at 7.58 µM | hit rate 0.055% among 360,000 | AID 743238;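 active = mean normalized replicate activation at least 10% and every replicate at or above 10%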;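 note: 0% = median of on-plate neutral control wells and 100% = ellipticine 6 µM median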
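System: 68-5-11 XiGFP fibroblast line | Buffer or medium: DMEM containing 5-aza-dC | Compound: Single point | Times: Compounds 3 days, fix/stain 15 min at room temperature | Benchmarks: Positive control ellipticine, 6 µM final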
INS-1E GSIS act: primary screen for activators of insulin secretion dependent on glucose, INS-1E cells, GLuc reporter luminescence; INS-1E GLuc reporter insulin secretion, 2-3 h; hit rate 0.61% among 370,000; activation, % at 16.6 µM;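 active = lowest replicate activation of at least 40%, so every replicate reaches that level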;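 note: 0% = median of neutral control wells and 100% = median of IBMX positive control wells; some compounds called inactive have numbers as strong as hits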
RAD52 anneal inh: inhibitors of human RAD52 DNA annealing; recombinant RAD52 DNA annealing, FRET fluorescence; inhibition, % at 18.7 µM; hit rate 0.46% among 360,000; AID 651710;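 active = every replicate showing at least 50% inhibition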
* hit, by the source's call; . = no result given.

SMILES	F508del corr	RAD54 inh	esBAF inh	ERAP1 inh	ARNT-TACC3 inh	Xi reactivation	INS-1E GSIS act	RAD52 anneal inh
Cc1nc(NCc2cccnc2)c2c3c(sc2n1)CCCC3	12*	1	.	-4	6	0.2	-8	-1
CN1C[C@H]2[C@@H](c3ccccc31)[C@@H](CO)N2C(=O)C1CC1	-0.6	-5	-1	0	0	3.6	2	-10
Cc1noc(C)c1S(=O)(=O)Nc1ccc2c(c1)C(=O)N([C@@H](C)CO)C[C@@H](C)[C@@H](CN(C)Cc1ccc(C(F)(F)F)cc1)OCCCC[C@H](C)O2	2.0	-9	30	0	-5	0.0	-20	-4
CC(C)Sc1ncnc2c1oc1ccccc12	.	-2	33	.	-5	.	16	.
COCCCNC(=O)CSc1nc2ccccc2c(=O)n1CCC(=O)NCCc1ccc(OC)c(OC)c1	-2.8	0	-2	-3	1	-0.1	-13	-1
C[C@@H]1CCCCO[C@@H](CN(C)S(=O)(=O)c2ccc(Cl)cc2)[C@@H](C)CN([C@@H](C)CO)C(=O)c2cc(NC(=O)Cc3ccccc3)ccc2O1	1.0	-1	5	3	7	-1.0	16	13
O=C1N=C(N2CCCC2C(=O)O)S/C1=C\c1ccco1 (configuration not stated)	.	.	.	17	.	0.0	-4	-70
C[C@@H]1CN([C@@H](C)CO)C(=O)c2cc(NC(=O)Nc3ccc(C(F)(F)F)cc3)ccc2O[C@@H](C)CCCCO[C@@H]1CN(C)C(=O)Nc1ccc2c(c1)OCO2	-1.6	.	.	-2	.	-0.3	10	11
O=C([C@@H]1[C@@H](CO)[C@@H]2Cn3c(cccc3=O)[C@H]1N2C(=O)c1ccccn1)N1CCCCC1	.	-1	8	-4	-3	0.1	2	-10
COc1ccc([C@H]2C[C@H](O)[C@@H](n3cc(C4CC4)nn3)CN2C(=O)c2cccs2)cc1	0.5	5	-5	-1	.	0.2	8	0
CCN(CC)c1ccc(C=C2C(=O)OC(C)(C(C)(C)C)OC2=O)cc1 (configuration not stated)	0.8	-26	-7	2	-1	0.1	7	-286
C[C@H]1CCCCO[C@H](CN(C)C)[C@@H](C)CN([C@@H](C)CO)C(=O)c2cc(NC(=O)C3CCCCC3)ccc2O1	1.8	.	0	.	.	0.0	8	.
COC(=O)c1ccc(CNC(=O)c2coc3ccccc3c2=O)cc1	0.1	.	.	-15	13	1.2	-5	-8
C[C@H](NC(=O)N1CCn2c1nc1ccccc12)C(=O)NCc1ccc2c(c1)OCO2	1.1	-12	0	3	6	0.0	-15	-8
Cc1ccc(CN2CC=CCS2(=O)=O)cc1	0.0	.	.	0	.	1.0	.	-5
CN(C)c1ccc(C(C#N)c2ccc(Cl)cc2)nn1 (configuration not stated)	3.0	.	.	3	.	0.0	27	-4
COc1ccccc1N1CCN(C(c2cccs2)C(C)NC(=O)c2ccco2)CC1 (configuration not stated)	-1.0	-3	-70	0	-2	-0.1	-13	-15
CC(Oc1ccccc1)C(=O)N1CCN=C1SCc1ccc(F)cc1 (configuration not stated)	2.4	.	-2	.	-9	0.2	-73	-2
CCc1c(-c2ccc(F)cc2F)ncn1CCc1ccccc1OC	3.4	.	.	0	.	0.1	20	8
COc1ccc(NC(=O)Cn2nnc(-c3ccccc3N)n2)cc1OC	.	11	1	0	-3	.	0	-12
Cc1ccc(Nc2nc3ccccc3c(=O)s2)cc1	0.3	.	0	-2	-1	0.3	-14	11
CN(C)CC(=O)Nc1ccc2c(c1)[C@H]1C[C@H](CC(=O)NCc3cccnc3)O[C@@H](CO)[C@H]1O2	-3.0	6	-1	-1	-10	0.0	3	-3
C[C@H]1CCCCO[C@@H](CN(C)S(=O)(=O)c2ccccc2)[C@@H](C)CN([C@@H](C)CO)C(=O)c2cc(NS(=O)(=O)c3cn(C)cn3)ccc2O1	-0.5	-10	-1	-1	-3	0.2	-7	-7
O=C(C[C@@H]1CC[C@H]2[C@@H](COC[C@H](O)CN2C(=O)Nc2ccc(Cl)c(Cl)c2)O1)NCc1ccc(Cl)cc1	1.9	15	-3	0	10	0.2	-13	-9
O=C1C=C(c2ccc(Cl)c(C(F)(F)F)c2)C[C@@H](c2ccc(Cl)cc2)C1	-2.5	2	0	1	0	0.1	-17	-1
Oc1ccc(Nc2nc(Cl)nc(NCc3ccco3)n2)cc1	2.8	.	.	1	20	0.1	17	-20
CCOC(=O)c1cc(-c2ccccc2)nc2ccc(C)cc12	-1.4	-14	-3	1	-10	-0.1	-5	-11
CC(=O)Nc1ccccc1-c1cn(CC(=O)N2CCOCC2)nn1	0.0	5	.	-2	-4	.	.	-5
N#Cc1ccc(-c2csc(NC(=O)c3cc(-c4cccs4)nc4ccccc34)n2)cc1	-0.9	-2	0	.	19	0.0	23	-10
O=C1NC2(CCCC2)C(=O)N1Cc1cc(=O)n2ccsc2n1	0.5	.	.	0	.	0.1	30	-16
O=[n+]1c2c(n([O-])c3cc(Br)ccc31)CCCC2	-0.7	-4	.	-1	4	0.1	2	-12
OC1(c2ccc(F)cc2)CN(c2ccccc2)C2=[N+]1CCS2 (configuration not stated)	.	-3	.	.	-9	0.1	-28	.
COc1ccc2c(CSc3nnc(-c4cccnc4)n3-c3ccccc3F)cc(=O)oc2c1	.	3	-2	5	-1	0.0	.	-21
COc1cccc(S(=O)(=O)N[C@@H]2CC[C@H](CC(=O)NC3Cc4ccccc4C3)O[C@@H]2CO)c1	-1.0	-2	5	-1	-20	0.4	-2	5
O=C(NCc1ccccc1)c1nc2c(nnn2Cc2cccc(Cl)c2)c(=O)[nH]1	1.5	1	-2	-6	0	.	-3	-4
C=C[C@@H](COC(=O)c1ccc([N+](=O)[O-])cc1)N(Cc1ccc(OC)cc1)S(=O)(=O)c1ccc(Br)cc1	5.1	7	.	0	-2	.	.	3
CCOC(=O)Nc1sc2c(c1C#N)CCCC2	.	-19	-8	2	-2	.	-5	-4
CC(C)NC(=O)Nc1ccc2c(c1)CC(=O)N([C@@H](C)CO)C[C@@H](C)[C@H](CN(C)Cc1ccncc1)O2	0.9	5	-1	-1	1	-0.6	3	-11
O=C(NCCCn1ccnc1)c1ccc(-c2ccccc2)cc1	-3.4	-6	14	-1	-3	0.6	-8	-10
COc1ccc(C(=O)NCc2nnc(SCC(=O)Nc3cccc(OC)c3)o2)cc1	-1.0	0	1	0	-1	0.1	-6	-6
C=CCn1nnnc1SCC(=O)Nc1ccc(OC)cc1	-1.3	-6	12	0	-1	0.4	-19	-4
CC(Sc1nc2ncc(Cl)cc2[nH]1)C(=O)Nc1ccccc1[N+](=O)[O-] (configuration not stated)	-0.3	-12	-5	6	.	0.0	5	-7
CCN1CCN(C(c2ccc(OC)cc2)C(O)C(=O)c2c[nH]c3ccccc23)CC1 (configuration not stated)	.	-13	-8	2	-3	.	22	-4
COc1cccc(-c2nc3sc4c(c3c(=O)[nH]2)CCCCC4)c1	.	-9	.	.	0	0.0	30	.
Cc1cc(NC(=O)CSc2nnc(-c3ccc(S(=O)(=O)N4CCCC4)cc3)n2C)no1	.	-10	-3	.	-1	.	2	.
O=C(CN1CCN(c2ccc(O)cc2)CC1)Nc1ccc(-c2ccccc2)cc1	-0.5	-1	-6	0	5	-0.1	5	-1
Cc1ccccc1S(=O)(=O)Cc1ccc(C(=O)NCc2ccco2)o1	-0.3	.	.	-4	-7	0.0	10	-15
CC(C)NC(=O)N(C)C[C@H]1OCCCC[C@@H](C)Oc2ccc(NC(=O)c3ccncc3)cc2C(=O)N([C@H](C)CO)C[C@H]1C	-0.5	9	-4	-1	-7	0.1	28	-7
COc1ccc(-n2nc([N+](=O)[O-])c(=NCCc3ccccc3)n2O)cc1	1.0	8	.	-5	-4	0.0	-1	-14
CC(=O)N1[C@H](CO)[C@@H](c2ccc(C3=CCCCC3)cc2)[C@@H]1CNC(=O)CN(C)C	-0.9	2	-3	.	0	0.1	10	16
Following part.
SMILES	F508del corr	RAD54 inh	esBAF inh	ERAP1 inh	ARNT-TACC3 inh	Xi reactivation	INS-1E GSIS act	RAD52 anneal inh
Cc1ccc(C=Nc2cc([N+](=O)[O-])ccc2C)s1	.	-1	-2	.	-9	-0.2	8	.
CC1=Nc2cc(C(=O)N3CCCC3)ccc2Sc2ccc(C)cc21	-5.8	9	10	3	1	0.0	8	-28
CO[C@@H]1CC[C@@H]2CCN(C)C(=O)CC3(CCCCC3)CN(C)C(=O)c3cccc(C#N)c3OC[C@@H]1O2	.	-7	-6	0	-5	0.1	6	11
COC(=O)[C@@]1(Cc2ccc(OC)cc2)[C@@H]2[C@@H](CC(=O)[C@H]2CC(=O)C(=O)N(C)C)CN1C(=O)c1ccccc1	-0.6	-8	1	2	-27	0.0	-15	-18
CC(C)NC(=O)C1(C)CN(S(C)(=O)=O)CC(=O)N1C1CCN(Cc2ccccc2)CC1 (configuration not stated)	-1.1	.	.	-4	.	0.1	.	-6
O=C(NCCc1cn2ccccc2n1)c1ccc(Br)o1	-4.0	4	9	6	-19	-0.1	.	0
Cc1c(C(=O)NN)nn(-c2ccc(Cl)cc2)c(=O)c1C#N	0.9	.	.	-2	1	-0.2	-1	-24
COC(=O)CCCC1=CC2=CC(=O)C(C)(OC(=O)c3cccs3)C(=O)C2=CN1CCN1CCOCC1 (configuration not stated)	0.9	-8	5	1	1	0.1	0	-28
NC(=O)c1c(NC(=O)CSc2nc3c(c(C(F)(F)F)n2)CCc2ccccc2-3)sc2c1CCCC2	-0.2	.	.	1	-5	.	1	-15
C[C@H]1CN([C@@H](C)CO)C(=O)c2cccc(NC(=O)c3ccc(-c4nccs4)cc3)c2O[C@@H]1CN(C)C	2.3	-5	-2	1	-4	-1.0	8	6
O=C(Cn1cncn1)N/N=C/c1cccc2ccccc12	.	-2	0	.	-1	0.0	3	.
CSc1cccc(NC(=O)C2(S(=O)(=O)c3ccc(C)cc3)CC2)c1	-4.7	-4	-2	.	0	-0.2	0	-7
O=C(CSc1nc2c(c(=O)n1-c1ccc(F)cc1)SCC2)NCC1CCCO1 (configuration not stated)	.	1	-5	.	5	.	11	.
CC(OC(=O)c1cccnc1SCc1cc(=O)n2ccccc2n1)c1ccccn1 (configuration not stated)	.	-7	12	.	-3	.	25	.
O=C(Nc1ccccc1)Nc1ccc2c(c1)[C@H]1C[C@H](CC(=O)N3CCOCC3)O[C@@H](CO)[C@H]1O2	-0.2	-2	2	.	4	0.2	7	.
C[C@@H]1CN([C@@H](C)CO)C(=O)c2cc(/C=C/c3ccccc3)cnc2O[C@@H]1CN(C)Cc1cccc(C(=O)O)c1	-1.2	0	-2	-1	-5	1.4	-4	10
COc1ccc(-c2cn3ccccc3n2)cc1[N+](=O)[O-]	3.3	.	.	1	5	0.0	2	-7
O=C(CC1c2cc(F)ccc2C=C(c2ccsc2)N1c1ccc(C#CCCO)cc1)c1ccco1 (configuration not stated)	-1.2	.	.	3	.	0.3	-15	-6
